OX1R antag-1: blocks the human orexin 1 receptor | O43613 | OX1R-expressing cells, FRET antagonist read-out | inhibition, % at 6.6 µM | 1.8% of 330,000 active | AID 485270; in the data active = inhibition mostly above about 38%, no sharp cut-off; inactive = mostly below about 40%;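 also: 0% = agonist challenge alone and 100% = reference antagonist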
Target sequence (O43613 whole entry, looked up): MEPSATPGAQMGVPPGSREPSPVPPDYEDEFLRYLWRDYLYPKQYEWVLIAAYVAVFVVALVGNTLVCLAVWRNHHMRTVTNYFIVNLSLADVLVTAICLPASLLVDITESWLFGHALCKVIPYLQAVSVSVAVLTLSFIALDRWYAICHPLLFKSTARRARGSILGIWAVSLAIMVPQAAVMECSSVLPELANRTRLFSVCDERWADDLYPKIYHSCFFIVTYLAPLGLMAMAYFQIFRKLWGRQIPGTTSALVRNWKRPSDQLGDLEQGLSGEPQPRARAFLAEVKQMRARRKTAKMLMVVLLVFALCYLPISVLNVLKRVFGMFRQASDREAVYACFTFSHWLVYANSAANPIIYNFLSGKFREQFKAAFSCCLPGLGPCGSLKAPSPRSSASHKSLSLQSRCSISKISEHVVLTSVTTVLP
STK33 inh: human STK33 kinase inhibition; inhibition, % at 10 µM; purified STK33, MBP phosphorylation, ADP-Glo luminescence; Q9BYT3; 0.073% of 320,000 active;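 active = inhibition at or above 25%, using the most active replicate where run in duplicate; inactive = inhibition below 25%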
Target sequence (Q9BYT3 whole entry, looked up): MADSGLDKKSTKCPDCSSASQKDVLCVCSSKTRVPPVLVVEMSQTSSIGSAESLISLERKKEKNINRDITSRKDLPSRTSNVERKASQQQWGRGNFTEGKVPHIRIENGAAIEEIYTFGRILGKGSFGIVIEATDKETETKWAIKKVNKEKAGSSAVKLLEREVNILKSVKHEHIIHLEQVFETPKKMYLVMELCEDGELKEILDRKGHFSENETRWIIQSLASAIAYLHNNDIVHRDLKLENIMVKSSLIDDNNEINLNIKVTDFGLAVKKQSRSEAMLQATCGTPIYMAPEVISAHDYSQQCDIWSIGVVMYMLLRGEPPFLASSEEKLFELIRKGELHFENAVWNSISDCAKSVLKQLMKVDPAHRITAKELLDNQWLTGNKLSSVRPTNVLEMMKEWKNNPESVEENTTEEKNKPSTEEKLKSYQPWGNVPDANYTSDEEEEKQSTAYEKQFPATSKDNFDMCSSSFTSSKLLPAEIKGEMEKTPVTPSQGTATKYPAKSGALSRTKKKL
OX1R antag-2: blocks the human orexin 1 receptor; O43613; CHO/OX1R cells, Fluo-8 calcium fluorescence, orexin A; inhibition, % at 5 µM; 0.43% of 330,000 active; AID 434989;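 active = inhibition above its plate's threshold, mean inhibition of all tested compounds on the plate plus 3 SD, cut at about 37% in these data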;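 also: 0% = orexin A challenge wells and 100% = SB-334867-A antagonist wells; not every result past the cut was called active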
An asterisk follows results filed as active; . = not tested or not shown.

| Structure | OX1R antag-1 | STK33 inh | OX1R antag-2 |
| --- | --- | --- | --- |
| CCOC(=O)c1c(C)[nH]c(C(=O)CN2CCN(CC)CC2)c1C | 0 | 1.0 | -12 |
| O=Cc1coc2ccc3ccccc3c2c1=O | 7 | -0.6 | -10 |
| O=C(Cn1cnc2ccccc2c1=O)N1CCN(Cc2ccc3c(c2)OCO3)CC1 | 8 | -1.0 | -4 |
| Cc1cccc(C)c1Nc1nnc(SC/C(O)=C(\C#N)c2nc3ccccc3[nH]2)s1 | -1 | 0.1 | -8 |
| Cc1cccc(OCC(=O)Nc2ccc3c(c2)nc(CCN2CCC(C)CC2)n3C)c1 | 11 | 0.0 | -4 |
| CN(C)C(=O)Nc1ccc(F)cc1F | -3 | -3.6 | 10 |
| Nc1nc(SCC(=O)c2ccc(Br)s2)n[nH]1 | 5 | 0.9 | -9 |
| COc1ccc(C(CNC(=O)c2cccc(S(=O)(=O)NCc3ccccc3)c2)N2CCOCC2)cc1 (configuration not stated) | 7 | 0.4 | -21 |
| CC(C)SCc1nc2ccccc2[nH]1 | 2 | -1.9 | -11 |
| COc1ccc2[nH]c(=O)c(CN(Cc3cccnc3)C(=O)Nc3ccccc3)cc2c1 | 11 | 0.3 | -17 |
| CSc1cccc(NC(=O)CSc2ccc(C)cc2)c1 | 16 | -0.6 | -13 |
| COc1ccc(C(CC(=O)O)NS(=O)(=O)c2ccc3c(c2)NC(=O)CO3)cc1 (configuration not stated) | 11 | -2.7 | 2 |
| COc1ccc(N2CCN(c3nc4ccc(C)cn4c(=O)c3C=O)CC2)cc1 | 18 | -0.3 | -3 |
| Cc1cc(C)n2c(SCc3ccc(Cl)cc3Cl)nnc2n1 | 17 | 1.4 | -25 |
| Cc1ccc(C)c(OCC(=O)Nc2ccncc2)c1 | 9 | 0.3 | -18 |
| NC(=O)C1CCN(C(=O)CC2C(=O)NCCN2Cc2cccc(Oc3ccccc3)c2)CC1 (configuration not stated) | -7 | -0.6 | -3 |
| CC1CCC(CN2CCN=C2Nc2ccccc2)CC1 (configuration not stated) | 22 | -1.3 | -7 |
| Cc1cc(N2CCC(C)CC2)c(F)cc1[N+](=O)[O-] | 14 | -3.6 | -7 |
| Cc1ccc(-n2c([S-])c(C(=O)NC(C)c3ccccc3)[n+]3ccccc23)cc1 (configuration not stated) | 17 | 1.5 | -38 |
| Cc1ccc(C(=O)NC2(C(F)(F)F)NC(=O)N(c3ccc(Cl)cc3)C2=O)cc1 (configuration not stated) | 12 | -1.6 | -14 |
| CN1C(=O)C(=O)/C(=C(/O)c2ccccc2)C1c1ccc([N+](=O)[O-])cc1 (configuration not stated) | 3 | -7.3 | -12 |
| CCCCn1c(N(CCOC(C)=O)C(C)=O)nc2ccccc21 | 7 | -2.4 | -4 |
| COC(c1ccccc1)c1c(-c2ccccc2)nn(C)c1Cl (configuration not stated) | 13 | -1.4 | -26 |
| CC(C)(C)c1csc(NC(=O)C2COc3ccccc3O2)n1 (configuration not stated) | 14 | -2.0 | -21 |
| COc1cc(/C=N/NC(=O)c2cc(-c3ccccc3Cl)nc3ccccc23)cc(OC)c1O | 23 | 0.8 | -22 |
| COC(=O)c1ccc(N2C(=O)CC(N3CCN(C(=O)c4ccco4)CC3)C2=O)cc1 (configuration not stated) | 7 | -0.8 | 4 |
| CN(C)Cc1cc(O)c(CN(C)C)cc1O | 12 | 1.1 | -10 |
| O=C(CN(C(=O)CCC(=O)Nc1nccs1)c1ccccc1F)NCc1ccc(F)cc1 | 29 | 0.1 | -17 |
| C[C@@H]1CN([C@@H](C)CO)C(=O)c2cc(NC(=O)CCN3CCOCC3)ccc2O[C@@H]1CN(C)C(=O)Nc1ccccc1 | 4 | -0.3 | -5 |
| N#Cc1c2ccc(OCC(N)=O)cc2n2ccccc12 | 22 | 1.3 | 4 |
| Cc1cc2nnc(SC3CCOC3=O)n2c2ccccc12 (configuration not stated) | 11 | 1.9 | -25 |
| CCN(CC)c1ccc(NC(=O)c2ccc(Br)o2)cc1 | 14 | 1.2 | -9 |
| O=C(Nc1ccc(Cl)c(S(=O)(=O)N2CCOCC2)c1)c1cn2ccccc2n1 | -6 | 0.7 | 1 |
| Cc1ccc(C(=O)NNC(=S)NC(=O)c2ccccc2)cc1 | 20 | -0.7 | 57* |
| CCc1ccc(OCC(=O)NNC(=O)Cc2c(F)cccc2Cl)cc1 | 10 | -0.6 | 13 |
| CCCNC(=O)C(CC)NC(=O)c1cccc([N+](=O)[O-])c1 (configuration not stated) | 15 | -1.5 | -14 |
| Cc1nc2ccc(S(=O)(=O)NCC(=O)N3CCCC(C)C3)cc2s1 (configuration not stated) | 27 | -1.5 | -17 |
| Cc1ccc2c(N)c(C(=O)N(c3ccccc3)c3ccccc3)sc2n1 | 8 | 0.2 | -26 |
| Cc1ccc(O)c(NC(=O)CSc2n[nH]c(C)c2[N+](=O)[O-])c1 | 43 | 1.5 | 15 |
| Cc1ccnc(NC(=O)CSc2ccc3c(c2)OCCO3)c1 | 19 | -0.8 | -10 |
| Cc1nnc(NCCc2ccccc2)c2ccccc12 | 8 | 0.8 | -20 |
| CC1CC(C)CN(C(=O)c2ccc(C(=O)c3ccccc3)cc2)C1 (configuration not stated) | 17 | -1.8 | -21 |
| O=C(Nc1nnc(-c2cccs2)o1)c1cccc(F)c1 | 18 | -2.2 | -4 |
| O=C(NCc1ccccc1Br)C1CCCO1 (configuration not stated) | 3 | -3.1 | -8 |
| O=C(c1cc2cc(Cl)ccc2[nH]1)N1CCCCC1 | -5 | -0.7 | -26 |

Reprinted from the part before: five compounds, then new ones.
| Structure | OX1R antag-1 | STK33 inh | OX1R antag-2 |
| --- | --- | --- | --- |
| Cc1nnc(NCCc2ccccc2)c2ccccc12 | 8 | 0.8 | -20 |
| CC1CC(C)CN(C(=O)c2ccc(C(=O)c3ccccc3)cc2)C1 (configuration not stated) | 17 | -1.8 | -21 |
| O=C(Nc1nnc(-c2cccs2)o1)c1cccc(F)c1 | 18 | -2.2 | -4 |
| O=C(NCc1ccccc1Br)C1CCCO1 (configuration not stated) | 3 | -3.1 | -8 |
| O=C(c1cc2cc(Cl)ccc2[nH]1)N1CCCCC1 | -5 | -0.7 | -26 |
| O=C(O)C1C2C=CC(C2)C1C(=O)NCc1cccc(Cl)c1 (configuration not stated) | 7 | -1.6 | -9 |
| Cn1c(Cn2c(=O)sc3ccccc32)nnc1SCc1cccnc1 | 12 | -1.2 | -10 |
| CCOC(=O)c1nn(-c2ccc(OCC)cc2)c2nc(CC(C)C)c(C#N)c(=O)n12 | 5 | 0.2 | -21 |
| CC1CCCC(C)N1CC(O)COc1c(F)cc(Br)cc1F (configuration not stated) | 9 | -1.5 | -19 |
| C/C(=N\N=C\c1ccc(N(C)C)cc1)c1cccc([N+](=O)[O-])c1 | 25 | -0.4 | -10 |
| COc1ccc(C(=O)COC(=O)CCN2C(=O)C3C4CC(C(Br)C4Br)C3C2=O)cc1 (configuration not stated) | 10 | -0.1 | -24 |
| COc1ccccc1-c1c(C)oc2c(CN3CCCCC3C)c(O)ccc2c1=O (configuration not stated) | 17 | -0.1 | -22 |
| COc1ccc(C(=O)NCC(=O)N2CCN(C(=O)c3ccco3)CC2)cc1[N+](=O)[O-] | 17 | -0.9 | 2 |
| CC(OC(=O)c1ccco1)C(=O)NC1CCCC1 (configuration not stated) | 17 | 0.5 | -13 |
| CC1(NC(=O)CCNC(=O)c2ccc(C(C)(C)C)cc2)CCS(=O)(=O)C1 (configuration not stated) | 0 | -1.6 | -4 |
| O=C(CSc1nnc(-c2ccc(Cl)cc2)n1-c1ccc(Cl)cc1)N/N=C/c1ccco1 | 13 | -1.5 | -24 |
| Cc1ccc(C2C3=C(CC(C)(C)CC3=O)NC3=C2C(=O)c2ccccc23)cc1 (configuration not stated) | 22 | -1.6 | 1 |
| CCN(Cc1ccc(OC)c(F)c1)C(C)C(=O)Nc1ccc(S(=O)(=O)N2CCCC2)cc1 (configuration not stated) | -1 | -1.7 | -10 |
| C/C=C/c1ccc(OCCN2C(=O)NC(C)(C)C2=O)c(OC)c1 | 10 | -1.8 | -27 |
| CC(C)CNc1nc(Oc2ccc(=O)[nH]n2)nc(N(C)C)n1 | 9 | -0.8 | -6 |
| COc1ccc(OC)c(CN(CCN2CCOCC2)C(=O)Nc2cccc(Cl)c2)c1 | 10 | 0.2 | -12 |
| CCOC(=O)CNc1nc2ccccc2n2c(C)nnc12 | 5 | 0.4 | -12 |
| OCC1N=C(c2ccccn2)OC1c1ccccc1 (configuration not stated) | 3 | 0.2 | -10 |
| Cc1c(NC(=O)C(C)OC(=O)/C=C/c2ccccc2)c(=O)n(-c2ccccc2)n1C (configuration not stated) | 7 | -0.6 | -21 |
| O=C(CSc1nnnn1C1CCCCC1)NCc1ccccc1 | 26 | -0.8 | -13 |
| CC(C)c1nnc(NC(=O)CCC(=O)NCCc2ccccc2)s1 | 28 | -1.9 | -17 |
| CCc1noc(C)c1C(=O)Nc1sc(C(=O)N(C)C)c(C)c1C(=O)OC | 13 | 0.5 | -14 |
| O=C(NCCCO)c1ccc(CSc2nc3ccccc3[nH]2)cc1 | 6 | 1.3 | -14 |
| S=c1[nH]nc(Cc2cccs2)n1-c1ccccc1Cl | 16 | -0.3 | -8 |
| CCOc1ccc(/C(CC)=N/NC(=O)C2(C)CC2(Br)Br)cc1 (configuration not stated) | 17 | -1.2 | -9 |
| COc1cccc(C(=O)NCCS(=O)(=O)NCCc2ccccc2)c1 | 19 | -1.8 | -34 |
| O=C(COC(=O)CCCN1C(=O)c2ccccc2C1=O)Nc1cc(Cl)cc(Cl)c1 | 22 | 0.5 | -62 |
| O=C(Cn1cnnn1)OCC(=O)c1ccc(Cl)s1 | 5 | -1.5 | 6 |
| CC(/C=C/c1ccccc1)=N/NC(=O)CCC(=O)Nc1ccccc1C | 24 | -3.0 | -6 |
| Cc1ccc(NC(=O)CN(C)CC(=O)Nc2ccc(F)c(Cl)c2)cc1 | 5 | 0.9 | -2 |

Filtered by structure: those above containing a cyano group.
| Structure | OX1R antag-1 | STK33 inh | OX1R antag-2 |
| --- | --- | --- | --- |
| Cc1cccc(C)c1Nc1nnc(SC/C(O)=C(\C#N)c2nc3ccccc3[nH]2)s1 | -1 | 0.1 | -8 |
| N#Cc1c2ccc(OCC(N)=O)cc2n2ccccc12 | 22 | 1.3 | 4 |
| CCOC(=O)c1nn(-c2ccc(OCC)cc2)c2nc(CC(C)C)c(C#N)c(=O)n12 | 5 | 0.2 | -21 |

Next part:
| Structure | OX1R antag-1 | STK33 inh | OX1R antag-2 |
| --- | --- | --- | --- |
| Cc1ccc(NC(=O)N2CCC(C(=O)c3ccc(F)cc3)CC2)cc1 | 13 | 0.2 | -28 |
| CCCCN1C(=O)C(O)(CC(=O)c2c(C)n[nH]c2C)c2cc(Br)ccc21 (configuration not stated) | 5 | 0.2 | -10 |
| CC(C)CCN(C(=O)CCSc1ccc(F)cc1)c1c(N)n(Cc2ccccc2)c(=O)[nH]c1=O | 7 | . | -35 |
| CCCN(CCC)CCNC(=O)C1CCN(S(=O)(=O)c2cccc3nsnc23)CC1 | 43* | -0.3 | -6 |
| COc1ccc(NC(=O)c2cccc(N3C(=O)c4cccc([N+](=O)[O-])c4C3=O)c2)cc1 | 16 | 0.1 | 11 |
| O=C(Nc1cccc(C(F)(F)F)c1)c1cccnc1NCCc1ccccc1 | 8 | -1.7 | -21 |
| COc1cccc(CN2CCN(Cc3ccco3)CC2)c1 | 15 | 0.6 | -7 |
| O=C(Cc1ccc(Br)cc1)NCc1ccccc1 | 15 | -0.8 | -6 |
| COc1ccc2c(c1)C(=O)C(=O)N2CCS(=O)(=O)c1ccccc1 | 19 | -1.9 | -15 |
| Cc1nnc(NC(=O)C2CCN(c3nnnn3-c3ccccc3)CC2)s1 | 4 | -0.3 | -2 |
| Cn1nnnc1SCC(=O)NCc1ccc2c(c1)OCO2 | 4 | 0.3 | -9 |
| COc1cc(C(=O)Oc2ccc(C(=S)N3CCOCC3)cc2)cc(OC)c1OC | 10 | 1.0 | -14 |
| Cn1nccc1C(=O)N1CCN(c2ccccc2F)CC1 | 17 | 0.9 | -11 |
| CCN(Cc1cc2cc(C)ccc2[nH]c1=O)C(=O)c1cccc(OC)c1 | 25 | -0.9 | -25 |
| CCOC(=O)c1ccc(NC(=O)CSc2nnc(C3CC3)n2CC)cc1 | -2 | -1.6 | -23 |
| COc1ccc(CNC(=O)c2cnccn2)cc1 | 6 | -1.4 | 1 |
| COc1ccc(C(C(=O)NCc2ccccc2)N(Cc2ccc3c(c2)OCO3)C(=O)c2cnccn2)cc1 (configuration not stated) | 10 | -0.3 | -31 |
| CCCCNC(=O)N1CCCN(c2ccc(C#N)cn2)CC1 | -1 | 1.9 | -17 |
| Cc1cc(C(=O)O)n(C(C)(C)C)n1 | 7 | -1.4 | -11 |
| CC1CCC2(CC1)NC(=O)N(CC(=O)NCc1ccc3c(c1)OCO3)C2=O (configuration not stated) | 8 | -0.3 | -9 |
| COc1cc2c(C(=O)NCc3ccccn3)cn(C)c(=O)c2cc1OC | 28 | -0.6 | -14 |
| Cc1cc(N2CCCCCC2)nc2ccccc12 | 50 | -0.7 | -12 |
| COC(=O)c1ccc2c(=O)n(CCN3CCOCC3)c(SCC(=O)Nc3ccc(C)cc3)nc2c1 | 10 | . | -18 |
| C/C(=N\NC(=O)c1ccc(NS(=O)(=O)c2cccs2)cc1)c1ccc2ccccc2c1 | 21 | 0.3 | 0 |
| O=C(NN1C(=O)C2C3C=CC(O3)C2C1=O)c1ccncc1 (configuration not stated) | -3 | -0.6 | 8 |
| O=C(CCCCCl)Nc1c2c(nc3ccccc13)CCC2 | 27 | -1.7 | 8 |
| C=CCN(c1ccc(C(=O)NCCSc2ccccc2)cc1)S(C)(=O)=O | 10 | 3.8 | -4 |
| Cc1ccc(-n2c(N)c(C(=O)N3CCCCC3)sc2=S)cc1 | 13 | 0.0 | -15 |

Source: PubChem BioAssay
